High-throughput results (PubChem)
PME-1 inh = PME-1 inhibitors via competitive probe labeling, primary screen, biochemical, fluorescence polarization, FP-Rh probe, HTS. Protein phosphatase methylesterase 1 (Homo sapiens), Q9Y570. recombinant PME-1. inhibition, % at 5.9 µM. 320,000 compounds, 0.53% hits. AID 2130, 2009;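 active means inhibition above the campaign mean of all compounds plus 3 SD, cut at about 26% in these data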;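 further: competitive labeling of PME-1 active site by serine hydrolase directed probe; 0% = PME-1 with DMSO and 100% = wells lacking PME-1 enzyme; inhibitors block probe labeling so polarization falls and inhibition rises; many of its hits are not listed in these tables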
PAD4 inh = human PAD4 inhibitors, primary screen, biochemical, fluorescence polarization, 1536-well format. inhibition, % at 6.36 µM. Protein-arginine deiminase type-4 (Homo sapiens), Q9UM07. 330,000 compounds, 0.41% hits. AID 485272, 2010. recombinant PAD4, RCA probe fluorescence polarization;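 active means percent inhibition above a cutoff equal to the mean of all tested compounds plus 3 SD, cut at about 15% in these data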;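 further: 0% = PAD4 with RCA probe and DMSO and 100% = probe without PAD4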
pPAFAH FP inh = pPAFAH enzyme inhibitors, primary screen, biochemical, fluorescence polarization, human; AID 463082, 2010; inhibition, % at 3.39 µM; recombinant pPAFAH, FP-rhodamine probe fluorescence polarization; 330,000 compounds, 1.5% hits;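 active means inhibition above the mean inhibition across the screen plus 3 SD, cut at about 25% in these data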;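 further: inhibitors block binding of the rhodamine activity-based probe so polarization drops; 0% = enzyme with DMSO and 100% = wells lacking pPAFAH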
Target sequence (Q13093 whole entry, looked up): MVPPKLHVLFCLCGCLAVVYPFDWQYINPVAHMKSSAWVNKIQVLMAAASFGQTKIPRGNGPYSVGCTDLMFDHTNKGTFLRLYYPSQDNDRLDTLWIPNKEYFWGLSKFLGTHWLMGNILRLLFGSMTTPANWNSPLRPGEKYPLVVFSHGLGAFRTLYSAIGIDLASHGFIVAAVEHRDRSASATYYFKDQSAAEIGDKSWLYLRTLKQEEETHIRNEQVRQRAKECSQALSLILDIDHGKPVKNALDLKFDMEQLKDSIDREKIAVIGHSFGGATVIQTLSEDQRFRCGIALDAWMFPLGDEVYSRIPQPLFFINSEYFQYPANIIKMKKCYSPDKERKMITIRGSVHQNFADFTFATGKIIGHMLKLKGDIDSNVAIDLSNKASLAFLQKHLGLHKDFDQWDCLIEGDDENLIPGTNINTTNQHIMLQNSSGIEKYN
PAFAH1B2 FP inh = PAFAH1B2 enzyme inhibitors, primary screen, biochemical, fluorescence polarization, human | Platelet-activating factor acetylhydrolase IB subunit alpha2 (Homo sapiens), P68402 | recombinant PAFAH1B2, FP-rhodamine activity probe | inhibition, % at 3.39 µM | 340,000 compounds, 1.2% hits;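 active means inhibition above the mean of all tested compounds plus 3 SD, cut at about 24% in these data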;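 further: 0% = enzyme with DMSO and 100% = wells lacking PAFAH1B2; many of its hits are not listed in these tables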
LYPLA1 inh = LYPLA1 inhibitors, primary screen, counter-screen for PME1 inhibitor project, biochemical, fluorescence polarization, FP-Rh probe ABPP; Acyl-protein thioesterase 1 (Homo sapiens), O75608; inhibition, % at 5.9 µM; recombinant LYPLA1; 320,000 compounds, 0.16% hits;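 active means inhibition above the mean of all tested compounds plus 3 SD, set per campaign, cut at about 14% in these data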;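 further: inhibitors block serine hydrolase probe labeling of LYPLA1 so polarization falls; 0% = enzyme with DMSO and 100% = wells lacking LYPLA1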
PAFAH2 inh = PAFAH2 enzyme inhibitors, primary screen, biochemical, fluorescence polarization, human | Platelet-activating factor acetylhydrolase 2, cytoplasmic (Homo sapiens), Q99487 | recombinant PAFAH2, FP-rhodamine activity probe | inhibition, % at 3.39 µM | 340,000 compounds, 0.99% hits;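 active means inhibition above the mean over all tested compounds plus 3 SD, cut at about 30% in these data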;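 further: inhibitors block probe labeling of enzyme so polarization drops; 0% = enzyme with DMSO and 100% = wells lacking PAFAH2 protein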
LYPLA2 counter = LYPLA2 inhibitors, primary screen, counter-screen for PME1 inhibitor project, biochemical, fluorescence polarization, FP-Rh probe ABPP; Acyl-protein thioesterase 2 (Homo sapiens), O95372; recombinant LYPLA2; inhibition, % at 5.9 µM; 320,000 compounds, 0.38% hits; AID 2177, 2009;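 active means inhibition above the screen-wide mean plus 3 SD, limit set per campaign, cut at about 26% in these data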;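 further: 0% = LYPLA2 with DMSO and 100% = wells lacking LYPLA2 enzyme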
Target sequence (O95372 whole entry, looked up): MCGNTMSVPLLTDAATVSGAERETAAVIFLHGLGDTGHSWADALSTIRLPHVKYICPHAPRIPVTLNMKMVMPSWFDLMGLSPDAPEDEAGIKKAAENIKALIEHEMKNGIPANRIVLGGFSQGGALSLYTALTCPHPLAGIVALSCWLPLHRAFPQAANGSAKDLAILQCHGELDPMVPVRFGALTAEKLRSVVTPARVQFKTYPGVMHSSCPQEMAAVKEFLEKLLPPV
PAFAH1B3 FP inh = PAFAH1B3 enzyme inhibitors, primary screen, biochemical, fluorescence polarization, human | Platelet-activating factor acetylhydrolase IB subunit alpha1 (Homo sapiens), Q15102 | recombinant PAFAH1B3, FP-rhodamine probe | inhibition, % at 3.39 µM | 340,000 compounds, 0.28% hits;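 active means inhibition above the screen-wide average of all tested compounds plus 3 SD, cut at about 25% in these data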;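 further: 0% = enzyme with DMSO only and 100% = wells lacking PAFAH1B3 protein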
GSTO1 inh = inhibitors of recombinant GSTO1, primary screen, counter-screen for RBBP9 inhibitor project, biochemical, fluorescence polarization. Glutathione S-transferase omega-1 (Homo sapiens), P78417. activity-based probe fluorescence polarization. inhibition, % at 5.96 µM. 300,000 compounds, 1.1% hits. AID 1974, 2009;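 active means inhibition above the campaign mean inhibition plus 3 SD, cut at about 35% in these data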;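 further: 0% = GSTO1-1 with DMSO and 100% = wells lacking GSTO1-1 enzyme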
Target sequence (P78417 whole entry, looked up): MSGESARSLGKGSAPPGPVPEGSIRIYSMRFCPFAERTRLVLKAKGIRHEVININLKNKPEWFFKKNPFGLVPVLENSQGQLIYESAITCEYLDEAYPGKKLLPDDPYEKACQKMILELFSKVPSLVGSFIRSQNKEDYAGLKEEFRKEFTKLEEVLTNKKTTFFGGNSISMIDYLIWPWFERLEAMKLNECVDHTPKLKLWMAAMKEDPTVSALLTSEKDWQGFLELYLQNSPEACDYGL
Starred values were filed as active, the others as inactive; · = not tested or not shown.

Values run as follows: PME-1 inh	PAD4 inh	pPAFAH FP inh	PAFAH1B2 FP inh	LYPLA1 inh	PAFAH2 inh	LYPLA2 counter	PAFAH1B3 FP inh	GSTO1 inh
> CCC(=O)c1ccc(OCC(=O)OC(C)C(=O)NCc2ccc3c(c2)OCO3)cc1 (stereo not given)
  5	-3	9	4	2	3	6	4	2
> CCCNC(=S)N1CCN(Cc2ccc3c(c2)OCO3)CC1
  4	-4	0	2	4	5	2	8	2
> COc1ccc(CCNC(=O)COC(=O)COc2c(C)cc(C)cc2C)cc1OC
  4	3	16	-7	1	2	3	-1	3
> CC(=O)c1cccc(NC(=S)NC(=O)c2ccc(C)cc2)c1
  -3	-4	-2	0	0	2	2	7	2
> COc1ccccc1N1CCN(C(=O)/C=C/c2ccco2)CC1
  -5	-5	5	9	-3	-1	3	1	3
> CN(CC(=O)Nc1cccc(F)c1)C(=O)C1CC(=O)N(Cc2ccco2)C1 (stereo not given)
  0	1	-3	0	3	0	0	5	3
> CC(=O)N1c2ccc(S(=O)(=O)N(C)CC(=O)N3CCCC3)cc2CC1C (stereo not given)
  -2	7	5	3	0	-1	5	4	5
> COc1ccc(CNCc2cc(C)c(OC)cc2C)c(OC)c1
  -2	-9	0	2	2	-8	-4	14	6
> CC(=O)Nc1cc(C(=O)O)ccc1S(=O)(=O)c1ccc(Cl)cc1
  0	-6	8	7	0	1	-4	9	-6
> O=C(NCCCN1CCCC1=O)c1cccc(NS(=O)(=O)c2ccccc2)c1
  -5	-2	8	6	2	5	-2	7	4

Continuation.
Values run as follows: PME-1 inh	PAD4 inh	pPAFAH FP inh	PAFAH1B2 FP inh	LYPLA1 inh	PAFAH2 inh	LYPLA2 counter	PAFAH1B3 FP inh	GSTO1 inh
> CCOC(=O)c1sc(NC(=O)c2ccccc2OC)nc1C
  -10	7	2	1	3	-9	7	4	-6
> O=C(COc1ccc(Cl)cc1Cl)OCn1nnc2ccccc2c1=O
  -3	0	7	6	-3	1	1	6	-4
> CCn1cc(C(C)NC(=O)COc2ccc(Cl)cc2C)c(C)n1 (stereo not given)
  -6	0	5	4	-2	6	0	1	4
> CCOc1ccccc1C(=O)NCCc1cnc[nH]1
  1	2	1	3	-2	1	0	0	5
> CC1CC(C)CN(C(=O)C2CCN(S(=O)(=O)N3CCC4(CC3)OCCO4)CC2)C1 (stereo not given)
  1	4	1	4	3	-5	8	0	-1
> COc1ccc(C[C@H]2c3cc(O)c(OC)cc3CC[N+]2(C)[O-])cc1O (stereo not given in full)
  4	-7	1	2	2	7	0	8	10
> Cc1cc(C)c(-n2nnnc2SC(C)C)c(C)c1
  3	-3	9	3	-2	1	2	0	-3
> Cc1[nH]c2ccc(-c3nnc(SCC(=O)N4CCCc5ccccc54)o3)cc2c1C
  -5	0	1	5	-2	-4	-3	0	11
> COc1ccc(CN2CCN(C(=O)C3CC(=O)N(C4CCCCCC4)C3)CC2)c(OC)c1OC (stereo not given)
  2	-4	2	-1	4	0	3	3	5
> CC(C)c1ccc(NC(=O)[C@@H](C)NC(=O)[C@@H]2Cc3ccccc3CN2)cc1
  -11	0	8	4	0	0	4	6	5

Shown field by field: 4 of the compounds above.
CCOc1ccccc1C(=O)NCCc1cnc[nH]1
  PME-1 inh = 1	PAD4 inh = 2	pPAFAH FP inh = 1	PAFAH1B2 FP inh = 3	LYPLA1 inh = -2	PAFAH2 inh = 1	LYPLA2 counter = 0	PAFAH1B3 FP inh = 0	GSTO1 inh = 5
CC1CC(C)CN(C(=O)C2CCN(S(=O)(=O)N3CCC4(CC3)OCCO4)CC2)C1 (stereo not given)
  PME-1 inh = 1	PAD4 inh = 4	pPAFAH FP inh = 1	PAFAH1B2 FP inh = 4	LYPLA1 inh = 3	PAFAH2 inh = -5	LYPLA2 counter = 8	PAFAH1B3 FP inh = 0	GSTO1 inh = -1
COc1ccc(C[C@H]2c3cc(O)c(OC)cc3CC[N+]2(C)[O-])cc1O (stereo not given in full)
  PME-1 inh = 4	PAD4 inh = -7	pPAFAH FP inh = 1	PAFAH1B2 FP inh = 2	LYPLA1 inh = 2	PAFAH2 inh = 7	LYPLA2 counter = 0	PAFAH1B3 FP inh = 8	GSTO1 inh = 10
Cc1cc(C)c(-n2nnnc2SC(C)C)c(C)c1
  PME-1 inh = 3	PAD4 inh = -3	pPAFAH FP inh = 9	PAFAH1B2 FP inh = 3	LYPLA1 inh = -2	PAFAH2 inh = 1	LYPLA2 counter = 2	PAFAH1B3 FP inh = 0	GSTO1 inh = -3

(further entries)
Values run as follows: PME-1 inh	PAD4 inh	pPAFAH FP inh	PAFAH1B2 FP inh	LYPLA1 inh	PAFAH2 inh	LYPLA2 counter	PAFAH1B3 FP inh	GSTO1 inh
> C=CCS/C(N)=N\N=C\c1cc(Br)cc([N+](=O)[O-])c1O
  2	-1	12	9	4	19	2	10	-31
> COc1cccc(/C=N\NC(=O)c2ccc(C)nc2)c1
  -4	-1	-4	5	-2	-1	7	3	-4
> CCn1c(SCC(=O)Nc2nonc2C)nnc1-c1ccoc1C
  -1	2	2	4	-1	-6	-1	6	4
> CCOC(=O)N1CCN(CC(O)COc2c(C)cc(C)cc2C)CC1 (stereo not given)
  5	0	0	4	3	-3	5	1	-1
> CCC(C)(c1nnnn1-c1c(C)cccc1C)N(N=O)c1ccccc1Cl (stereo not given)
  9	-5	6	-4	-3	1	-1	-5	-4
> O=C(N/N=C/c1cccc(F)c1)c1c(O)c2ccccc2[nH]c1=O
  -1	-1	-4	2	2	-8	4	-2	-5
> O=C(COCC(=O)N/N=C/c1ccc(F)cc1)N/N=C/c1ccc(F)cc1
  5	-3	4	6	0	-8	8	-5	1
> S=C(Nc1ccc2cn[nH]c2c1)Nc1ccccc1Cl
  1	4	0	2	-2	8	-6	7	6
> COC(=O)c1oc2ccc(Cl)cc2c1N
  -2	0	3	-3	2	-1	0	4	4
> CC(C)c1ccc(NC(=O)C2CC(=O)N(C(C)C)C2)cc1 (stereo not given)
  -8	3	5	0	0	-4	7	3	6

Further compounds:
| Compound | PME-1 inh | PAD4 inh | pPAFAH FP inh | PAFAH1B2 FP inh | LYPLA1 inh | PAFAH2 inh | LYPLA2 counter | PAFAH1B3 FP inh | GSTO1 inh |
| --- | --- | --- | --- | --- | --- | --- | --- | --- | --- |
| Cc1cccc(NC(=O)CCS(=O)(=O)c2ccc(Br)cc2)c1 | -1 | -2 | 2 | 10 | -1 | -12 | 0 | 3 | -1 |
| CN(CC(=O)Nc1cccc([N+](=O)[O-])c1)S(=O)(=O)c1ccccc1 | 2 | 0 | 5 | 5 | -5 | -3 | -5 | 14 | 7 |
| Cc1ccc(S(=O)(=O)NCCOc2nc(N(C)C)nc(N(C)C)n2)cc1 | 1 | -1 | -4 | 3 | 2 | -5 | -1 | -4 | -3 |
| Cc1c(NC(=O)Cn2ccc([N+](=O)[O-])n2)c(=O)n(-c2ccccc2)n1C | 0 | -5 | -6 | -5 | -2 | -2 | 1 | 6 | -3 |
| CCN(c1ccccc1)S(=O)(=O)c1cccc(C(=O)NCC(c2cccs2)N(C)C)c1 (stereo not given) | 3 | -5 | -1 | 7 | 1 | -7 | -2 | 10 | 3 |
| COc1ccc(CCNC(=S)NCCc2ccc(OC)c(OC)c2)cc1OC | 4 | 5 | -3 | · | 0 | · | 0 | · | -3 |
| O=C(c1ccc(CS(=O)Cc2ccc(Cl)cc2)o1)N1CCN(c2cccc(Cl)c2)CC1 (stereo not given) | 4 | -2 | 26* | 4 | 2 | 6 | 3 | -4 | 3 |
| Cc1ccc(C)c(NC(=O)N2CCc3ccccc3C2)c1 | 4 | 6 | -2 | 6 | 0 | -3 | 10 | 8 | 2 |
| COc1cccc(Oc2ccc(S(=O)(=O)N3CCCC3)cc2[N+](=O)[O-])c1 | 26* | -1 | 2 | 7 | 0 | -3 | -2 | 1 | -3 |
| CCOC(=O)c1cn(CC(=O)Nc2cccc(F)c2)nn1 | -4 | 2 | 2 | 2 | 0 | 2 | 18 | 3 | 2 |

Next part.
| Compound | PME-1 inh | PAD4 inh | pPAFAH FP inh | PAFAH1B2 FP inh | LYPLA1 inh | PAFAH2 inh | LYPLA2 counter | PAFAH1B3 FP inh | GSTO1 inh |
| --- | --- | --- | --- | --- | --- | --- | --- | --- | --- |
| O=C(Nc1ccc(F)cc1)N1CCN(c2ncccn2)CC1 | 4 | -3 | 3 | 2 | -3 | -1 | 5 | -11 | -2 |
| O=C(COC(=O)CCc1c[nH]c(=O)[nH]1)Nc1cccc(Cl)c1 | -7 | 1 | -3 | -3 | -2 | 35* | 2 | -9 | 0 |
| Clc1ccc(C#Cc2cccnc2)cc1 | 0 | 1 | 3 | 5 | -2 | 7 | 11 | -1 | -1 |
| O=C(c1ccccc1)N1CCC(c2nc3c(nnn3Cc3ccccc3Cl)c(=O)[nH]2)CC1 | 21 | 0 | 2 | 1 | -3 | 17 | 2 | 5 | 4 |
| O=CNCc1nc2ccccc2n1CCCc1ccccc1 | -2 | -1 | 11 | 3 | 0 | 1 | 3 | -3 | 4 |
| O=C(NC1CCCCC1)c1cccnc1C(=O)O | 5 | 2 | -2 | 3 | 0 | 2 | 7 | 2 | -1 |
| C/C(=N\NC(=O)CNC(=O)c1ccc2c(c1)OCCO2)c1ccco1 | 0 | 0 | 6 | 1 | 0 | 6 | -2 | 6 | 2 |
| Nc1nc(CN2CCN(c3ccccc3)CC2)nc(N2CCCc3ccccc32)n1 | -8 | 3 | 3 | 5 | -2 | -1 | -4 | 6 | 2 |
| COc1ccc(NC(C)C(=O)Nc2cc(C(F)(F)F)ccc2N2CCOCC2)c(OC)c1 (stereo not given) | 11 | -2 | 9 | -3 | -1 | 9 | -2 | -5 | 4 |
| COc1cc(OC)c2c(OC)cccc2n1 | -3 | 0 | 4 | 4 | 3 | 1 | -2 | 1 | 3 |
| COc1ccc(-c2n[nH]c(=S)n2-c2ccc3c(c2)OCCO3)cc1 | -1 | -2 | 0 | 2 | -1 | 2 | 1 | 1 | 2 |

Only part of the results is shown; rates above refer to the full screens.
